PHOSPHO1 block = PHOSPHO1 (human) inhibition; inhibition, % at 13.3 µM; 290,000 tested, 1.1% active; recombinant PHOSPHO1, absorbance phosphatase assay; AID 1565; Q8TCT1; in the data active = inhibition above about 60%
Target sequence (Q8TCT1 whole entry, looked up): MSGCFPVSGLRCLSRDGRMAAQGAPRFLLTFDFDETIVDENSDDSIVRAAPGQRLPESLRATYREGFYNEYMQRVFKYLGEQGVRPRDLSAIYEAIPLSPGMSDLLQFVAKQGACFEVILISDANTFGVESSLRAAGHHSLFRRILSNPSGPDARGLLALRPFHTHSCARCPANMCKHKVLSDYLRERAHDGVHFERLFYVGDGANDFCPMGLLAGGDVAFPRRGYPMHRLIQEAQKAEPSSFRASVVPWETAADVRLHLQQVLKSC
DNA FID counter = counter-screen for HCV NS3 helicase inhibitors: DNA intercalator displacement; 290,000 tested, 0.17% active; DNA fluorescent intercalator displacement, fluorescence; inhibition, % at 7.9 µM; in the data active = inhibition above about 37%;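 note: 0% = vehicle and 100% = reference compound; higher means more ethidium bromide displaced from hairpin DNA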
SUMO HTRF inh = blocks human SUMOylation mediated by UBC9. P63279. HTRF SUMOylation assay, SAE1/SAE2 + UBC9, in vitro. inhibition, % at 35 µM. 290,000 tested, 0.36% active. AID 2006; in the data active = inhibition above about 50%, passing the limit was not always enough; note: strong numbers were not always called active
Target sequence (P63279 whole entry, looked up): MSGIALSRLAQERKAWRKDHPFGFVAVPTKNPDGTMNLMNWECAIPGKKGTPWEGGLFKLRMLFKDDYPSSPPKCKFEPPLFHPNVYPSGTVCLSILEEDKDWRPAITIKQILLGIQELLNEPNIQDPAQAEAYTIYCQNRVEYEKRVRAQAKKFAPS
VIM-2 inh = blocks Pseudomonas aeruginosa VIM-2 metallo-beta-lactamase; purified VIM-2, nitrocefin hydrolysis, epi-absorbance fluorescence; inhibition, % at 5.6 µM; 290,000 tested, 0.89% active; AID 1527;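 active = inhibition above the mean of all tested compounds plus 3 SD, cutoff set per screening run, cut at about 7.5% in these data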;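 note: red hydrolysis product quenches plate fluorescence so inhibitors raise well fluorescence; 0% = enzyme with DMSO and 100% = DMSO without enzyme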
IDE cell activ = IDE (human) activation, cell-based; 340,000 tested, 0.073% active; activation, % at 5.96 µM; P14735; HEK cells, FAbeta-B cleavage, fluorescence polarization; 0% vehicle, 100% cell-free pure enzyme wells;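 active = activation above the mean of all tested compounds plus 3 SD, set per screening campaign, cut at about 17% in these data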
pCIP destab = lowers stability of the mouse p/CIP coactivator protein | Q05BA5 | F442A p/CIP-EGFP cells, EGFP fluorescence, 16 h | decrease of EGFP signal, % at 10 µM | 290,000 tested, 0.01% active | AID 1984;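 active = EGFP signal decrease of at least 30% at 10 µM or well 3 SD below plate mean, unless failing retest; inactive = the rest, including hits failing retest or dose response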; note: some compounds called inactive have numbers as strong as hits; many of its hits are not listed in these tables
MEKK3 PB1 HTS = raises or lowers MEK5 binding to the human MEKK3 PB1 domain | Q99759 | bead-based flow cytometry, Alexa488-MEK5 binding to MEKK3; actives lie on both sides; 0 = blocked by unlabeled MEK5, 100 = vehicle | binding response (% of control), % at 10 µM | 290,000 tested, 1.4% active | AID 1529;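 active = binding response more than 3 SD above or below the average of its plate-row segment, actives on both sides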;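 note: Alexa488 bead fluorescence after subtracting the streptavidin-only scavenger bead signal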
Target sequence (Q99759 whole entry, looked up, the tested form may be a part): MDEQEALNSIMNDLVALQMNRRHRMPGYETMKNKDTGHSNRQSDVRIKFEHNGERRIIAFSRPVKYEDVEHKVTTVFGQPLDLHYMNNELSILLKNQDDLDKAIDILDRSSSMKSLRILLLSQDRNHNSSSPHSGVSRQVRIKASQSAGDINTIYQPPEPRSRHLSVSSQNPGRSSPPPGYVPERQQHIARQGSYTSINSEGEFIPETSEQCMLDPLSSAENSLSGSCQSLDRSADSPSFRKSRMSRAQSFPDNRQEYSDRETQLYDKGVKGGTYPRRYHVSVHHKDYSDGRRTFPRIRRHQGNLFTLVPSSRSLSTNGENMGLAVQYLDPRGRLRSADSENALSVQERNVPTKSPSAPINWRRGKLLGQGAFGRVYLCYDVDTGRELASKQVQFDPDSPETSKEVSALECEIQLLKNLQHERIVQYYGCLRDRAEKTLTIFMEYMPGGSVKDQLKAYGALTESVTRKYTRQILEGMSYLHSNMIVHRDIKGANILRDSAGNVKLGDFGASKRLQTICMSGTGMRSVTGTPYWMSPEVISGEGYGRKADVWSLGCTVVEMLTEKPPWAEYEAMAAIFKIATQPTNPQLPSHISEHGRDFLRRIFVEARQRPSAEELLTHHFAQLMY
IMP-1 inh = blocks Pseudomonas aeruginosa IMP-1 metallo-beta-lactamase | purified IMP-1, nitrocefin hydrolysis, epi-absorbance fluorescence | inhibition, % at 5.6 µM | 290,000 tested, 0.45% active;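 active = inhibition above the mean plus 3 SD of all compounds in the same screening run, cut at about 4.5% in these data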;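 note: 0% = IMP-1 with DMSO and 100% = DMSO wells lacking enzyme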
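Assay system: purified IMP-1; Quantity: IMP-1 0.2 nM before substrate addition; Medium: HEPES buffer pH 7.1 with ZnSO4 and Brij 35; Incubation: 15 min enzyme–compound preincubation, then 25 min nitrocefin reaction, 25 °C; Signal: fluorescence quenching readout, ex 480/em 530 nm; Controls: DMSO with and without IMP-1; Repeats: singlicate testing.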
HCV NS3 hel inh = inhibitors of Hepatitis C virus NS3 helicase; 290,000 tested, 0.56% active; inhibition, % at 10.9 µM; AID 1800; NS3 helicase DNA unwinding, Cy5 molecular beacon fluorescence;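 active = inhibition above the mean of all tested compounds plus 3 SD, set per campaign, cut at about 35% in these data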;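 note: 0% = DMSO wells and 100% = thioflavine S control wells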
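Measured by: Cy5 fluorescence, 0 and 60 min reads / Assay system: NS3 helicase fragment of HCV / Control set: low DMSO, high thioflavine S at 110 µM / Times: 1 h reaction at 25 °C, ATP-initiated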
Starred values were filed as active, the others as inactive; . = no result given. Only part of the results is shown (hit frequency here may not be typical).

Values run as follows: PHOSPHO1 block | DNA FID counter | SUMO HTRF inh | VIM-2 inh | IDE cell activ | pCIP destab | MEKK3 PB1 HTS | IMP-1 inh | HCV NS3 hel inh
> CC1Cc2ccccc2N1C(=O)CSc1nnc(N)s1 (stereo not given)
  41 | -6 | 7 | -4.8 | 2 | -14 | 99 | -4.8 | 8
> CC1CCC/C(=N\NC(=O)COc2ccccc2Cl)C1 (stereo not given)
  4 | -5 | 0 | -4.0 | 3 | -5 | 96 | -6.1 | -2
> Cc1ccc(NC(=O)Nc2ccc([N+](=O)[O-])cc2)nc1
  -27 | 2 | -5 | -1.5 | 0 | 8 | 96 | -3.1 | 4
> CC(=O)N(NC(=O)c1ccc(C)cc1)C1CC(=O)N(c2ccccc2Cl)C1=O (stereo not given)
  -3 | -7 | -6 | -1.5 | 1 | 6 | 92 | -0.4 | -5
> CCOC(=O)N1CCN(C(=O)CN(c2ccc(OCC)cc2)S(C)(=O)=O)CC1
  -1 | -17 | 4 | -1.6 | -3 | -4 | 105 | -1.9 | -2
> COc1cccc(-n2c(SCc3cc(=O)oc4cc(O)c(O)cc34)nc3ccccc3c2=O)c1
  -27 | 20 | 79* | 6.5 | 0 | -9 | 102 | -2.0 | 86*
> CC(C)Nc1nc(NC(C)C)nc(C(=O)OCCO)n1
  -2 | -2 | -2 | -2.0 | 3 | 7 | 101 | -2.1 | 0
> Cc1nnc(NC(=O)CSc2nnc(C)c(=O)n2N)s1
  38 | 0 | 5 | -0.4 | -2 | -13 | 98 | -0.7 | 0
> CC(C)CCN1CCN(CC(c2ccccc2)c2ccccc2)CC1CCO (stereo not given)
  -16 | 18 | 4 | -5.4 | 2 | -9 | 99 | 2.6 | -33
> CCC(=O)NC(=S)Nc1ccc(NC(=O)c2cccnc2)cc1
  34 | -7 | 14 | -2.4 | 1 | -4 | 105 | -3.0 | 12
> COC(=O)[C@H](Cc1ccccc1)NC(=O)N1CCN(Cc2ccccc2)CC1
  24 | 5 | -4 | 1.4 | 4 | -5 | 112 | -0.6 | 8
> COc1cc(OC)c(OC)cc1CN1CCc2ccccc2C1
  -4 | -4 | -5 | -3.0 | 6 | 0 | 102 | -1.6 | -3
> COCCC(=O)N1CCCC(CNS(=O)(=O)c2ccc(OC)cc2)C1 (stereo not given)
  39 | -5 | 11 | -0.6 | 3 | -6 | 89 | -2.3 | 3
> COc1ccc(C(=O)Nc2ccccc2C(=O)N2CCCCC2C)cc1 (stereo not given)
  46 | -10 | -13 | -1.1 | 1 | -3 | 102 | 0.2 | 1
> COc1ccc(C2C(C(C)=O)=C(O)C(=O)N2c2nccs2)cc1OC (stereo not given)
  -9 | -4 | 4 | -1.7 | 5 | -6 | 101 | -1.4 | 15
> CCC(=O)Nc1ccc(C(=O)Nc2ccc3c(c2)OCO3)cc1
  34 | 1 | 1 | -3.4 | 3 | 1 | 97 | -1.0 | 9
> Cc1oc(-c2ccc(Cl)cc2)nc1CN1CCC(C(=O)NCc2ccco2)CC1
  23 | 6 | 26 | 1.0 | 1 | 3 | 101 | -2.8 | -8
> Cc1ccccc1C(=O)Nc1nnc(S(=O)(=O)N2CCCCC2)s1
  28 | -16 | 21 | -2.3 | 1 | -3 | 101 | -1.9 | -1
> Cc1sc2nc(CSc3ccc([N+](=O)[O-])cc3)[nH]c(=O)c2c1C
  15 | 4 | 41 | -2.1 | . | -5 | 99 | -2.0 | 1
> COc1ccc(C(C(=O)NCC2CCCO2)N(Cc2ccccc2)C(=O)CNC(=O)c2ccco2)cc1OC (stereo not given)
  -4 | -27 | -15 | -0.7 | 2 | 4 | 101 | -0.1 | 9

3 of the entries above in order of the MEKK3 PB1 HTS value, lowest first.
| SMILES | MEKK3 PB1 HTS |
| --- | --- |
| COCCC(=O)N1CCCC(CNS(=O)(=O)c2ccc(OC)cc2)C1 (stereo not given) | 89 |
| CC(=O)N(NC(=O)c1ccc(C)cc1)C1CC(=O)N(c2ccccc2Cl)C1=O (stereo not given) | 92 |
| CC1CCC/C(=N\NC(=O)COc2ccccc2Cl)C1 (stereo not given) | 96 |

New compounds follow
Values run as follows: PHOSPHO1 block | DNA FID counter | SUMO HTRF inh | VIM-2 inh | IDE cell activ | pCIP destab | MEKK3 PB1 HTS | IMP-1 inh | HCV NS3 hel inh
> O=C(CCSc1nnc2scc(-c3ccccc3)n12)NCc1ccc2c(c1)OCO2
  14 | -31 | 30 | -0.4 | 4 | -10 | 87 | -3.0 | 2
> CCn1c(=O)n(CC)c2cc(N3CCCC3)c(NC(=O)c3ccccc3Br)cc21
  24 | -22 | 8 | 0.6 | 9 | -9 | 97 | 0.5 | -5
> COc1ccc2oc(=O)c(C(=O)NC3CCCCCC3)cc2c1
  19 | -22 | 20 | -1.1 | 3 | -2 | 100 | -7.2 | -6
> Fc1ccccc1OCCCCCN1CCCC1
  -4 | 1 | -3 | -0.9 | 4 | 2 | 102 | -3.7 | -15
> CC1=[N+](C)N(c2ccccc2)C(=O)C1N=Cc1ccc(Cl)cc1 (stereo not given)
  5 | 3 | 12 | -1.8 | 0 | -12 | 113 | -5.1 | -13
> COCCNS(=O)(=O)c1cc(C(=O)O)ccc1OC
  -30 | 2 | 9 | 0.4 | 2 | -15 | 100 | 0.6 | -44
> CC(Oc1ccc(Cl)cc1Cl)C(=O)Nn1cnnc1 (stereo not given)
  -6 | -5 | 6 | -1.1 | 8 | -1 | 91 | -1.0 | -3
> O=C(O)c1cc(N2C(=O)CCC2=O)ccc1Cl
  . | -1 | 2 | -1.1 | 6 | -14 | 105 | -3.5 | 1
> CCCOc1ccc2c(=O)c(N3C(=O)c4ccccc4C3=O)c(C)oc2c1
  46 | -3 | 14 | -3.3 | 2 | 8 | 96 | -3.1 | 6
> COc1ccc(S(=O)(=O)NC2CC2)cc1C(=O)N1CCOCC1
  25 | 0 | 1 | -2.1 | 4 | -7 | 103 | -2.4 | 1
> COc1cc(Br)c(CC(=O)O)cc1OC
  4 | . | 9 | . | . | -11 | 98 | . | .
> COc1ccc(CN2C(=O)c3cccnc3C2Nc2ccc(OC)c(Cl)c2)cc1 (stereo not given)
  18 | -15 | -23 | -3.5 | 2 | -2 | 103 | -3.8 | -3
> COC(=O)C1=C(C)N(C)C(=O)NC1c1ccc(C)cc1 (stereo not given)
  11 | 1 | 24 | -2.5 | 0 | -10 | 102 | -1.1 | -3
> O=C(CSc1nnnn1-c1ccccc1)N1N=CCC1c1ccccc1 (stereo not given)
  8 | -14 | 6 | -2.1 | -2 | -7 | 95 | -3.0 | 4
> COCCCNC(=O)Cc1c(C)c2c(cc(C)c3c(C(C)(C)C)coc32)oc1=O
  28 | -38 | 10 | 0.1 | 0 | 0 | 99 | -2.2 | 0
> Cc1ccc(C)c(NC(=O)CSc2nnc(-c3ccco3)o2)c1
  18 | 1 | 8 | -0.2 | 3 | 4 | 99 | 0.4 | -1
> COc1cccc(/C=N/NC(N)=S)c1OCc1ccccc1Cl
  -2 | -23 | -2 | -3.5 | 3 | 10 | 99 | -2.3 | 6
> CCN(CC)C(=O)c1ccc(-c2nnc(Nc3ccc(C(=O)N(C)C)cc3)c3ccccc23)cc1
  -2 | -47 | 10 | 1.9 | 1 | -4 | 104 | -1.4 | -2
> COc1cc(/C=N/OCC(=O)Nc2cc(C)cc(C)c2)ccc1OCc1ccc(Cl)cc1
  -13 | -3 | 11 | -3.8 | 8 | -9 | 100 | -2.2 | -6
> CNC(=O)CN1C(=O)c2cccc3cccc1c23
  -31 | -3 | 23 | -1.4 | 1 | -2 | 101 | -1.8 | 5
> COc1cc2c(cc1OC)/C(=C/C(=O)c1ccc(OC)c([N+](=O)[O-])c1)NCC2
  36 | -18 | 16 | 1.1 | -2 | 5 | 105 | -0.9 | -20
> COc1ccc(CNC(=O)Cc2nn(C)c(=O)c3ccccc23)cc1
  37 | -5 | 24 | -2.9 | 4 | -24 | 110 | -1.8 | 2
> C[C@@H](CN=[N+]=[N-])CN1CC[C@H](C(C)(C)C)CCC1=O
  -13 | -27 | -3 | -0.3 | 2 | -5 | 97 | -1.1 | 13
> Cc1nc2ccc(NC(=O)C3COc4ccccc4O3)cc2s1 (stereo not given)
  24 | -8 | 14 | -2.4 | 4 | -1 | 112 | -2.0 | 4
> COc1cc(OC)cc(C(=O)N2c3ccc(F)cc3CCC2C)c1 (stereo not given)
  14 | -25 | 5 | -2.8 | -4 | 6 | 101 | -3.1 | 0
> CN1CCN(C(=O)/C(C#N)=C/c2ccc(F)cc2)CC1
  20 | 3 | 18 | 1.1 | 5 | 1 | 94 | -2.7 | 3
> O=c1cc(CSc2ccccn2)nc(N2CCN(c3ccccc3)CC2)[nH]1
  -9 | -1 | -5 | -2.7 | 9 | -2 | 101 | -2.2 | 4
> CCCC(C(=O)NCCC(C)C)N(Cc1ccc(F)cc1)C(=O)c1snc(C(N)=O)c1N (stereo not given)
  34 | -31 | -8 | -2.5 | 2 | -3 | 104 | -1.4 | 0
> O=C(O)c1c2c(nc3ccc(S(=O)(=O)N4CCC(C(=O)NCc5ccccc5Cl)CC4)cc13)CCCC2
  32 | -41 | 22 | -0.3 | 5 | -6 | 98 | -0.7 | 6
> O=c1[nH]c2ccccc2nc1/C=C(\O)C1CC1
  -22 | 3 | 24 | 1.6 | 1 | -1 | 96 | -0.7 | 9
> COc1ccc(N2CCN(CC(=O)c3ccc(O)cc3O)CC2)cc1
  34 | -8 | 7 | -3.1 | 0 | 0 | 96 | -2.1 | 1
> O=C(CCc1nnc(C2CCCCC2)o1)N1CCC(Oc2cccnc2)CC1
  10 | -26 | 11 | -2.2 | -1 | -2 | 103 | -4.3 | 3
> C=Cc1ccc(Cn2c(=O)n(CCCOC)c(=O)c3sccc32)cc1
  14 | -33 | 16 | -1.9 | -1 | -5 | 100 | -3.1 | -1
> COCCNC(=O)C1c2ccccc2C(=O)N(CCOC)C1c1ccc(F)cc1 (stereo not given)
  -3 | -2 | 8 | -2.5 | 2 | -8 | 107 | -3.2 | -6
> O=C(CSc1nc2ccccc2c(=O)n1-c1ccc(F)cc1F)Nc1ccc2c(c1)CCC2
  -15 | -5 | -9 | -4.6 | 0 | -10 | 100 | -4.6 | -10
> CCCCN(C(=O)CCC(=O)Nc1cc(C)on1)C(C(=O)NC(C)(C)C)c1cccc(OC)c1OC (stereo not given)
  10 | -36 | -23 | -2.7 | 3 | -15 | 107 | -4.8 | -3
> Cc1cc[n+](CC(=O)N2CCCc3ccccc32)cc1
  2 | 5 | -9 | -3.2 | 6 | 1 | 98 | -1.9 | 7
> Cc1cccc(C(=O)O/N=C/c2c(N3CCOCC3)n(C)c3ccccc23)c1
  -10 | -2 | -17 | -3.9 | . | -15 | 103 | -2.6 | 1
> COCCN1CCc2c(C)nc3c(-c4ccc(OC)c(OC)c4)cnn3c21
  21 | 1 | -41 | 1.5 | -2 | -5 | 98 | -2.9 | 0

Source: PubChem BioAssay
